PAFAH1B2 FP inh – inhibitors of human PAFAH1B2; recombinant PAFAH1B2, FP-rhodamine activity probe, fluorescence polarization; inhibition, % at 3.39 µM; actives 1.2% (n = 340,000); AID 492953;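 active = inhibition above the mean of all tested compounds plus 3 SD, cut at about 24% in these data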;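 also: 0% = enzyme with DMSO and 100% = wells lacking PAFAH1B2; many of its hits are not listed in these tables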
PME-1 inh – blocks human protein phosphatase methylesterase 1 | actives 0.53% (n = 320,000) | recombinant PME-1, FP-Rh probe fluorescence polarization | inhibition, % at 5.9 µM | AID 2130;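 active = inhibition above the campaign mean of all compounds plus 3 SD, cut at about 26% in these data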;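 also: competitive labeling of PME-1 active site by serine hydrolase directed probe; 0% = PME-1 with DMSO and 100% = wells lacking PME-1 enzyme; inhibitors block probe labeling so polarization falls and inhibition rises; many of its hits are not listed in these tables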
GSTO1 inh – blocks human GSTO1 in RBBP9 counter-screen. P78417. actives 1.1% (n = 300,000). AID 1974. recombinant GSTO1, activity-based probe fluorescence polarization. inhibition, % at 5.96 µM;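 active = inhibition above the campaign mean inhibition plus 3 SD, cut at about 35% in these data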;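 also: 0% = GSTO1-1 with DMSO and 100% = wells lacking GSTO1-1 enzyme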
PAD4 FP inh – PAD4 (human) enzyme inhibition. Q9UM07. recombinant PAD4, RCA probe fluorescence polarization. inhibition, % at 6.36 µM. actives 0.41% (n = 330,000). AID 485272;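 active = percent inhibition above a cutoff equal to the mean of all tested compounds plus 3 SD, cut at about 15% in these data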;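 also: 0% = PAD4 with RCA probe and DMSO and 100% = probe without PAD4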
Target sequence (Q9UM07 whole entry, looked up): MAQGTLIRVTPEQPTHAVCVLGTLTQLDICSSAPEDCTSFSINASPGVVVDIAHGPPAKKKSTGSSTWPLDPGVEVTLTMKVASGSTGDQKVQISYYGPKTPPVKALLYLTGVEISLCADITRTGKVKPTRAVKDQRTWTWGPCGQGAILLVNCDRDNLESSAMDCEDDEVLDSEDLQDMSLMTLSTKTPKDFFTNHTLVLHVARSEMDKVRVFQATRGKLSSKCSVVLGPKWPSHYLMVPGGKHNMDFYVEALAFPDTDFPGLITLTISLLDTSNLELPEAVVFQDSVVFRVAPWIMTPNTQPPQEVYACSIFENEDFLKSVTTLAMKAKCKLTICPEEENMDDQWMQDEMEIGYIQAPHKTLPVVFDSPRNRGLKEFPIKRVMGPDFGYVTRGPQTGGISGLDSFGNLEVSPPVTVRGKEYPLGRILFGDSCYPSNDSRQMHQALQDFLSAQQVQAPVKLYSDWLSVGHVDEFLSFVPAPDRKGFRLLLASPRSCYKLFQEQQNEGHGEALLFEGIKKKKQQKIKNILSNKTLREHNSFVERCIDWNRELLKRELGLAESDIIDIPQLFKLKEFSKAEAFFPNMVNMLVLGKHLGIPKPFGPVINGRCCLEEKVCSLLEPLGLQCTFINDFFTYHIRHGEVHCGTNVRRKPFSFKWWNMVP
LYPLA1 inh – counter-screen for PME1 inhibitors: inhibitors of human LYPLA1. AID 2174. inhibition, % at 5.9 µM. recombinant LYPLA1, FP-Rh probe fluorescence polarization. actives 0.16% (n = 320,000);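 active = inhibition above the mean of all tested compounds plus 3 SD, set per campaign, cut at about 14% in these data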;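 also: inhibitors block serine hydrolase probe labeling of LYPLA1 so polarization falls; 0% = enzyme with DMSO and 100% = wells lacking LYPLA1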
Target sequence (O75608 whole entry, looked up): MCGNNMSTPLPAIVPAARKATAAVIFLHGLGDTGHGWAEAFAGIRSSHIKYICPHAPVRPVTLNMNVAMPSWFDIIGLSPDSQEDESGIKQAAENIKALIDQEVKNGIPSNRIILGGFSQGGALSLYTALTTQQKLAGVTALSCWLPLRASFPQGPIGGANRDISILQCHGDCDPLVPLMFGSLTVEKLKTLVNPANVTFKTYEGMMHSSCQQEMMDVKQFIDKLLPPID
pPAFAH inh – pPAFAH (human) enzyme inhibition. recombinant pPAFAH, FP-rhodamine probe fluorescence polarization. Q13093. AID 463082. actives 1.5% (n = 330,000). inhibition, % at 3.39 µM;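 active = inhibition above the mean inhibition across the screen plus 3 SD, cut at about 25% in these data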;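 also: inhibitors block binding of the rhodamine activity-based probe so polarization drops; 0% = enzyme with DMSO and 100% = wells lacking pPAFAH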
PAFAH1B3 FP inh – PAFAH1B3 (human) inhibition. AID 492972. actives 0.28% (n = 340,000). recombinant PAFAH1B3, FP-rhodamine probe, fluorescence polarization. inhibition, % at 3.39 µM. Q15102;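 active = inhibition above the screen-wide average of all tested compounds plus 3 SD, cut at about 25% in these data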;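 also: 0% = enzyme with DMSO only and 100% = wells lacking PAFAH1B3 protein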
LYPLA2 counter – LYPLA2 (human) inhibition in PME1 counter-screen. actives 0.38% (n = 320,000). inhibition, % at 5.9 µM. AID 2177. recombinant LYPLA2, FP-Rh probe fluorescence polarization;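 active = inhibition above the screen-wide mean plus 3 SD, limit set per campaign, cut at about 26% in these data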;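 also: 0% = LYPLA2 with DMSO and 100% = wells lacking LYPLA2 enzyme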
PAFAH2 inh – inhibitors of human PAFAH2 | recombinant PAFAH2, FP-rhodamine activity probe, fluorescence polarization | inhibition, % at 3.39 µM | actives 0.99% (n = 340,000) | AID 492956;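 active = inhibition above the mean over all tested compounds plus 3 SD, cut at about 30% in these data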;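 also: inhibitors block probe labeling of enzyme so polarization drops; 0% = enzyme with DMSO and 100% = wells lacking PAFAH2 protein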
Starred values were filed as active, the others as inactive; nt = no result given. Only part of the results is shown. The share of hits here may be higher or lower than overall.

SMILES | PAFAH1B2 FP inh | PME-1 inh | GSTO1 inh | PAD4 FP inh | LYPLA1 inh | pPAFAH inh | PAFAH1B3 FP inh | LYPLA2 counter | PAFAH2 inh
Cc1ccc(C)n1-n1cnc2sc(-c3ccccc3)cc2c1=O | 8.8 | -1.8 | 10.7 | -5.6 | -1.2 | 5.3 | 5.5 | -1.4 | -0.7
CCOc1ccccc1C(=O)Nc1nnc(SCC(=O)N2CCOCC2)s1 | -2.1 | -1.0 | 4.9 | 5.1 | -2.1 | 6.7 | 3.4 | -2.7 | -3.2
Cc1ccc(NC2c3ccccc3C(=O)N2c2cccnc2)cc1 (stereo not given) | -2.3 | -1.8 | -1.3 | -0.4 | -1.4 | 0.7 | -1.6 | -3.0 | 2.4
O=C(/C=C\c1ccc(-c2cccc([N+](=O)[O-])c2)o1)N1CCOCC1 | 1.8 | 1.2 | 2.0 | -3.5 | -0.1 | 8.4 | -0.5 | -0.4 | 1.5
CCOC(=O)CCSc1nc(-c2ccccc2)cc(C(F)(F)F)n1 | -5.4 | -3.8 | 14.6 | -1.0 | -0.8 | 3.7 | 1.1 | 5.6 | -2.7
COc1cc(OC)cc(C(=O)NC2CCCCCCC2)c1 | 4.2 | 7.0 | -3.5 | -4.1 | -1.6 | -2.6 | 3.7 | -3.5 | 3.6
O=C(O)/C(=C\c1ccccc1OC(F)F)c1ccc(-c2ccccc2)cc1 | -4.3 | -5.7 | -2.3 | 5.3 | -0.5 | 13.2 | 2.6 | -2.6 | 49.1*
COc1ccc(CCN(C)C(=O)CNC(=O)Cc2cccc3ccccc23)cc1OC | -1.3 | -1.0 | 4.4 | 1.9 | -0.6 | 1.8 | 4.5 | -4.9 | 11.6
OC(COCCOc1ccc(Br)cc1)CN1CCCCC1 (stereo not given) | 6.0 | -2.8 | 3.6 | 0.2 | -2.1 | 8.8 | 11.2 | 3.7 | -0.5
COc1cc(NC(=O)c2ccco2)c(OC)cc1NC(=O)CSc1ncc(-c2ccc(F)cc2)[nH]1 | 4.0 | -0.4 | -1.1 | -0.4 | -3.3 | 3.0 | 11.3 | -4.7 | 12.3
Cn1c(CN2CCCCC2)nc2cc([N+](=O)[O-])ccc21 | 5.5 | -0.9 | 7.2 | -2.9 | 0.7 | 4.7 | 3.8 | 3.9 | 3.9
COc1cc(OC)cc(C(=O)NC(C(=O)NNC(=O)c2ccc(C)cc2)C(C)C)c1 (stereo not given) | 1.8 | -2.6 | nt | 5.4 | -0.7 | -0.1 | -3.7 | 7.0 | 3.1
COc1ccc(CNC2CCN(Cc3ccccc3)CC2)cc1 | 1.8 | -1.2 | 3.7 | -0.4 | -4.4 | -3.6 | -1.6 | -1.8 | -3.6
CCNC(=S)Nc1ccc(OC(F)(F)F)cc1 | 5.2 | -3.7 | 11.4 | 1.1 | 1.1 | 1.9 | 4.3 | -0.1 | 0.4
CCc1nc(N2CCN(S(=O)(=O)c3ccc(Br)cc3)CC2)c2c(C)c(C)sc2n1 | 4.0 | 1.9 | -4.2 | 2.2 | -2.2 | -1.7 | 2.8 | -5.6 | 2.0
CC1(C)CC(=O)C2=C(C1)C(c1cn(-c3ccccc3)nc1-c1ccccc1)C(C#N)=C(N)O2 (stereo not given) | 4.4 | -5.3 | -4.3 | 0.9 | 1.4 | -1.7 | 0.8 | 0.7 | -4.9
CS(=O)(=O)N1CCN(c2ccc(NC(=O)c3cccnc3Cl)cc2)CC1 | 5.2 | 2.5 | 7.8 | -2.3 | 2.5 | 2.9 | 3.3 | 5.2 | 8.3
COc1ccc(C(CC(=O)NCC(OC)OC)NS(=O)(=O)c2ccc(Cl)cc2)cc1 (stereo not given) | 6.4 | -7.6 | -1.4 | -6.0 | 3.3 | 2.7 | 3.6 | 3.2 | 7.0
Cc1cc(C)nc(N(C#N)CN2C(=O)c3ccccc3S2(=O)=O)n1 | 0.9 | -3.0 | -4.1 | -2.1 | 3.2 | 5.7 | 2.0 | 6.7 | -0.6
COc1ccc(CNC(=O)CCSCc2cccc(Cl)c2)cc1 | 17.8 | -6.8 | 0.4 | -4.1 | -0.3 | 13.5 | 3.1 | -4.5 | 7.8
O=C(C1=NN[C@@H]2C(=O)N(c3cccc(F)c3)C(=O)[C@H]12)c1cnccn1 | nt | 0.9 | -8.3 | 0.1 | 0.3 | 5.4 | nt | -2.2 | nt
CCN(CC)S(=O)(=O)c1ccc(OC)c(NC(=O)C2CC(=O)N(c3ccc(C)cc3)C2)c1 (stereo not given) | 0.3 | 8.9 | 3.5 | 0.7 | 0.8 | -0.9 | 8.1 | 2.6 | -1.4
COc1ccc(/C=C(\NC(=O)c2ccco2)C(=O)NCCc2nc3ccccc3[nH]2)cc1 | nt | -5.1 | 6.8 | 4.1 | -4.0 | -4.3 | nt | -4.3 | nt
COC(=O)c1sc(-c2ccccc2)cc1NC(=O)c1cc(OC)cc(OC)c1 | 0.1 | 5.0 | 1.1 | -4.6 | 1.5 | 2.6 | 3.9 | 4.9 | -3.7
CN1C2CCC1CC(NC(=O)c1cc(Cl)cc3[nH]cnc13)C2 (stereo not given) | -0.1 | -5.9 | 0.5 | 0.5 | -0.7 | 4.0 | 8.1 | 5.3 | -0.4
O=c1c2ccccc2c(C=NCCO)c(O)n1-c1ccccc1 | 1.7 | -4.5 | 4.4 | 0.3 | -2.0 | -0.3 | -0.1 | -2.2 | 3.7
COc1cccc(-c2nc(-c3cccs3)no2)c1 | 2.1 | -9.6 | 1.8 | -2.9 | -3.5 | -0.6 | 8.8 | -3.6 | -5.6
O=C(COc1ccccc1)Nc1ccc(NC(=O)c2ccco2)cc1 | 2.6 | -7.6 | 0.4 | -3.9 | -1.4 | 0.6 | 2.4 | 0.8 | 0.1
CCOC(=O)N1CCN(C(=O)c2c[nH]c3ccc(S(=O)(=O)N(C)c4ccc(OCC)cc4)cc3c2=O)CC1 | -0.3 | 0.2 | -6.3 | -4.0 | 3.2 | 6.3 | 15.2 | 3.5 | 0.2
O=C(NC1CCN(S(=O)(=O)c2ccc(F)cc2)CC1)c1ccccc1 | 2.6 | 0.7 | 3.2 | -4.4 | -1.4 | 1.1 | 1.6 | -1.9 | 2.1
NNc1nc2ccc(F)cc2s1 | 2.2 | 10.5 | 0.7 | 0.7 | -1.2 | 10.9 | 12.0 | 1.8 | -1.0
Cn1ccc(NC(=O)Nc2ccc(Cl)cc2)n1 | -0.5 | 3.0 | 2.8 | -4.3 | 2.6 | 0.8 | 6.5 | 3.1 | -0.1
CNC(=O)c1ccccc1Sc1ccccc1C#N | 0.2 | -1.4 | -4.6 | -1.1 | -0.1 | 0.2 | 0.9 | 0.8 | -2.9
COC(=O)[C@]1(C)N[C@H](CN(C)S(=O)(=O)c2ccc(F)cc2)[C@@H]2C(=O)N(Cc3ccccc3)C(=O)[C@@H]21 | 5.2 | nt | nt | 1.4 | nt | 3.7 | 5.6 | nt | -4.3
CC(C)(C)c1nnc2sc(SCC(=O)NCc3ccco3)nn2c1=O | 7.9 | -2.2 | nt | 0.0 | -0.2 | -3.2 | 6.7 | 5.8 | 6.3
O=C1CCN(Cc2cccnc2)CCN1[C@H](CO)Cc1ccccc1 | -0.5 | 0.1 | 1.6 | -0.8 | 3.9 | 4.6 | 5.1 | 0.6 | -0.4
Cc1ccc(N(CC(=O)NCC2CCCO2)C(=O)CNS(=O)(=O)c2ccc(Cl)cc2)cc1 (stereo not given) | 8.1 | -6.2 | 4.5 | -2.7 | 0.5 | 3.7 | 5.9 | 0.9 | -5.8
CSCCC(NC(=O)OC(C)(C)C)C(=O)Oc1ccc2c(=O)c(-c3ccc4c(c3)OCCO4)coc2c1 (stereo not given) | 0.5 | -4.4 | -1.6 | -0.5 | -0.2 | -1.7 | 2.0 | -4.3 | 0.1
COc1ccc(CNC(=O)CSc2nc3ccccc3n2C(C)=O)cc1 | 13.1 | -3.8 | 11.4 | 0.1 | -0.4 | 3.3 | 4.6 | 0.4 | 6.5
C#CCOc1c(Br)cc(/C=C2/C(=O)ON=C2C)cc1OC | 0.6 | -3.9 | 3.0 | 0.3 | -1.9 | 3.4 | -2.3 | 0.0 | 8.1
CC1=NCCN1CCNC(=O)Nc1cc(C)cc(C)c1 | nt | 1.6 | 1.9 | 0.9 | -1.0 | 0.8 | nt | 0.3 | nt
COc1ccc(CNC(=O)C(C)N(C)Cc2cccc(F)c2)cc1 (stereo not given) | -2.2 | 3.3 | -0.8 | 2.2 | -1.3 | 4.7 | -2.4 | -5.4 | -6.1
Cc1cccc(Cn2cnc3ccccc32)c1 | 0.0 | 2.3 | -4.2 | 3.7 | -0.4 | -1.1 | -2.3 | -4.0 | -1.9
CC(=O)c1ccc(-c2cccc(-c3nc4ccccn4c3NC3CCCCC3)c2)cc1 | 12.3 | -1.6 | 4.8 | -2.2 | -5.0 | 16.4 | 5.4 | 0.6 | 20.4
Cc1cc(NC(=O)CSCC(=O)OCc2nnc(-c3ccc(F)cc3)o2)no1 | 0.0 | nt | nt | -2.5 | nt | 4.3 | 8.0 | nt | -1.5
CCCC(C(=O)NCC1CCCO1)N(C(=O)CNS(=O)(=O)c1ccccc1)c1ccc(F)cc1 (stereo not given) | -1.5 | 1.2 | -1.2 | 0.5 | -3.7 | 0.8 | 2.7 | -0.1 | -3.2
CC(C)(C)c1ccc(OCC(=O)N2CCCCCC2)c(Br)c1 | 1.0 | -7.6 | -11.5 | -2.1 | -2.5 | 4.2 | 3.8 | -0.4 | 4.4
CCC1CCCCN1C(=O)Cn1c(=O)n(CCC(=O)NCc2ccco2)c(=O)c2sccc21 (stereo not given) | 3.3 | -0.2 | 5.2 | -2.4 | 2.0 | -2.2 | 3.3 | 3.3 | -0.4
O=C(N/N=C/c1ccccn1)c1ccc(N/N=C/c2ccccn2)cc1 | -2.5 | 2.4 | -9.4 | 3.5 | -5.5 | 5.0 | 6.3 | -7.6 | -0.7
O=C1/C(=C/c2cccnc2)Oc2cc(OS(=O)(=O)c3ccccc3)ccc21 | 9.6 | -0.4 | 29.7 | -4.4 | -3.8 | 6.3 | 2.8 | -2.5 | -3.1

Other compounds
SMILES | PAFAH1B2 FP inh | PME-1 inh | GSTO1 inh | PAD4 FP inh | LYPLA1 inh | pPAFAH inh | PAFAH1B3 FP inh | LYPLA2 counter | PAFAH2 inh
Cc1cc(C(=O)Nc2c(C)n(C)n(-c3ccccc3)c2=O)c(C)o1 | 1.1 | -7.2 | 3.6 | -1.8 | 2.6 | 1.9 | -6.1 | 0.8 | 0.1
CC(O)c1nc2cc([N+](=O)[O-])ccc2n1Cc1ccccc1 (stereo not given) | 1.9 | 2.4 | 0.3 | 2.1 | 1.7 | 2.3 | 8.7 | -0.6 | -3.2
CC(=O)Nc1ncc(Cc2cccc(Cl)c2)s1 | 3.5 | -1.6 | 2.5 | 2.1 | 0.1 | 1.1 | 0.6 | 9.1 | -0.5
O=C1c2ccccc2C(=O)N1c1ccc(Cc2ccncc2)cc1 | 4.6 | 0.7 | -0.8 | -0.6 | -1.8 | 4.5 | 5.8 | 5.4 | -6.7
CCc1ccc(-c2csc(-c3c[nH]c4ccccc34)n2)cc1 | 5.4 | 17.8 | 1.5 | 2.8 | -6.4 | -22.5 | 9.6 | 4.8 | -5.8
C/C(=N/NC(=O)CSc1nc2ccccc2s1)c1ccncc1 | 4.5 | 1.4 | 7.3 | 3.9 | -2.0 | 0.1 | 4.5 | 0.4 | 4.7
